SDO1 yeast rescue: growth rescue of sdo1-depleted yeast, primary screen, S. cerevisiae, bone marrow failure model | S. cerevisiae sdo1-depleted JHY4D growth rescue, OD600 30 h; stronger effect = higher value; pdr5 snq2 efflux-pump mutant strain | hit rate 0.21% among 140,000 | z-score at 10 µM;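 active means z-score above 3 at both the 24 hr and the 30 hr optical density reads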;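 further: z-score against mean and SD of all compound wells on the same plate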
INS promoter inh: inhibitors of insulin promoter-driven GFP, primary screen, imaging, TRM-6 cells (human fetal islet line), eGFP reporter, cell count | reporter expression induced with tamoxifen | inhibition, % at 2 µM | hit rate 0.9% among 130,000 | AID 1273, 2008;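 active means inhibition above the mean plus 3 SD, with well images judged a real hit on visual review, cut at about 60% in these data, passing the limit was not always enough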
SDO1 yeast rescue Rescue 24 h: second read-out of SDO1 yeast rescue, no call of its own (marks repeat the call); z-score; S. cerevisiae sdo1-depleted JHY4D growth rescue, OD600; measured here: growth rescue at 24 h;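 0 is the plate mean of compound wells and units are plate SD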
Starred values were filed as active, the others as inactive; . = no result given.

SDO1 yeast rescue,SDO1 yeast rescue Rescue 24 h,INS promoter inh,Structure
0.19,0.49,.,Cc1cnc(-c2nnc(N(C)C(=O)C3CCCO3)s2)cn1 (stereo not given)
-2.7,-1.6,.,O=C(CN1CCN(c2ncc(C(F)(F)F)cc2Cl)CC1)NCCNc1ncc(C(F)(F)F)cc1Cl
.,.,-33,Cc1ccc(-c2nc(CN3CCN(c4cnccn4)CC3)c(C)o2)o1
.,.,53,Cc1cc(CNC(=O)c2cccnc2Cl)c2ccccc2n1
.,.,-100,CCN(CC)CCn1c(SCC(=O)NCc2ccccc2)nc2c(sc3ccccc32)c1=O
0.99,0.76,-365,CCOc1ccc(NCc2nnc(SCC(=O)Nc3cc(C)on3)n2-c2ccccc2OC)cc1
0.16,0.47,.,Cc1ccc(-c2c(C(=O)N3CCOCC3)oc(=O)c3ccccc23)cc1
0.65,0.03,6,CC(=O)N(c1ccccc1)c1nc(C)cc(C)c1C#N
-1.8,-1.5,.,O=C(NC(NNc1ccc([N+](=O)[O-])cc1)(C(F)(F)F)C(F)(F)F)c1ccccc1Cl
0.68,-0.09,45,O=C(CSc1nc2ncccc2[nH]1)c1cccc([N+](=O)[O-])c1
-1.5,-1.2,-55,Cc1ccc2nc(NC(=O)CSc3nc4c(c(=O)n3C)SC(C)C4)sc2c1 (stereo not given)
-0.14,-0.39,14,C/C(=N\NC(=O)c1ccccc1C)c1cccc([N+](=O)[O-])c1
-0.97,-0.67,-41,CCOC(=O)C1CCN(C(=O)COc2ccc(Cl)cc2C)CC1
0.17,0.01,-31,CC1CCN(CCCn2c(=S)[nH]c3ccccc3c2=O)CC1
.,.,-23,O=S(=O)(c1ccccc1)c1ncc(C(F)(F)F)cc1O
0.39,0.92,3,CCSc1nc2c(c(-c3ccc(C)o3)c1C#N)CCCC2
.,.,-35,CN1CCC(N(C)C(=O)CCc2nc3ccccc3n2-c2ccccc2)CC1
1,0.32,-159,Clc1ccc(OCc2cc(-c3ccccc3)no2)cc1Cl
.,.,21,CCN(CC)CCCNc1cc(C)nc2cc(-c3cccs3)nn12
-1.7,-1.3,-15,COc1ccc(Nc2nc(N)nc(CSC(=S)N3CCC(C)CC3)n2)cc1
-0.27,0.54,-14,CCNC(=S)Nc1cccc([N+](=O)[O-])c1
0.29,-0.64,-29,Cc1cc(C)n(C(=O)CNC(=O)CCc2ccccc2)n1
-0.08,-1.1,18,Cc1ccc(C(=O)COC(=O)c2cccs2)cc1
.,.,-22,CCOC(=O)C1=C(C)N=C2SCCC(=O)N2C1c1ccc(OC)cc1 (stereo not given)
0.38,-1.4,.,CN(C)c1ccc(NC(=O)CC(NCc2ccccn2)C(=O)O)cc1 (stereo not given)
1.1,0.59,18,CCOc1cc(CNn2nnnc2N)cc(Cl)c1OCC(=O)NC(C)(C)C
0.46,0.46,-20,N#Cc1cc(Cl)c(N2CCOCC2)cc1C#N
-0.59,-1.3,18,Cc1occc1-c1nnc(SCC(=O)N(C)CCC#N)n1N
.,.,-178,CN(/N=C/c1ccc(C(C)(C)C)cc1)C1=NCCN1
0.34,0.39,-28,CC(=O)NCCOc1nc(N(C)C)nc(N(C)C)n1
1.6,1.5,17,COc1ccc(-c2nc3ccccc3c(=O)n2NC(=O)c2cccnc2Cl)cc1OC
0.07,-0.35,-45,COc1cccc(C2=NOC(C(=O)NC3CCCCC3)C2)c1 (stereo not given)
.,.,-92,Cn1c(=O)c2c(ncn2CC(=O)OCC(=O)Nc2cccc(Cl)c2)n(C)c1=O
-0.33,-1.1,-39,COC(=O)C1=CN(C2CC2)C=C(C(=O)OC)C1c1ccc(C(=O)OC)cc1
-0.04,0.26,.,COc1ccc(NC(=O)c2cccc(S(=O)(=O)Nc3ccc(Br)cc3)c2)cn1
0.02,-0.48,31,O=C1CC(SCCO)C(=O)N1c1ccc(Oc2ccccc2)cc1 (stereo not given)
0.61,-0.04,-162,CC1CCCC(C)N1C(=O)COC(=O)CCc1nc2ccccc2c(=O)[nH]1 (stereo not given)
0.37,0.16,.,CC(=O)C1=C(C)NC(SCc2cccc([N+](=O)[O-])c2)=C(C#N)C1c1ccco1 (stereo not given)
.,.,20,O=[N+]([O-])c1ccc(NC(=S)NCC(c2cccnc2)N2CCOCC2)cc1 (stereo not given)
0.01,-0.56,.,COc1nnc(-c2ccc(N3CCOCC3)c(NC(=O)C3CCCCC3)c2)c2ccccc12
0.73,-0.26,17,Cc1cc(C)n(C(=O)c2ccc(S(=O)(=O)N3CCCC3)cc2)n1
-1.1,-0.44,0,O=C(CNCCC1=CCCCC1)Nc1ccccc1N1CCCCC1
-0.31,0.64,38,Cc1ccc(C(=O)N2CCN(c3ccc(NC(=O)CSc4ccc(Cl)cc4)cc3)CC2)cc1
0.29,0.29,25,N#Cc1c(/N=C/c2cc3ccccc3s2)sc2c1CCC2
-0.01,-0.38,45,Cc1onc(-c2ccccc2)c1C(=O)N/N=C(\N)COc1ccc(Cl)cc1
-0.4,0.8,11,CCCCn1nc(-c2ccccc2)c2nc3ccccc3nc21
0.84,0.83,4,CC1CC(=O)NN=C1c1ccc(N(C)C)c([N+](=O)[O-])c1 (stereo not given)
0.59,-0.24,67,Cc1cc(N2C(=O)CC(Cc3ccccc3)C2=O)no1 (stereo not given)
-0.02,-0.76,.,Cc1ccc(OCC(O)Cn2c(=N)n(CCN3CCCCC3)c3ccccc32)cc1 (stereo not given)
0.4,-0.39,.,CC(C)Oc1ccc(/C(O)=C2/C(=O)C(=O)N(CCCn3ccnc3)C2c2cccnc2)cc1 (stereo not given)

Continuation.
SDO1 yeast rescue,SDO1 yeast rescue Rescue 24 h,INS promoter inh,Structure
-0.39,0.23,33,CCOC(=O)C1=C(C)N=C2c3ccccc3C(=O)C2C1c1ccccc1 (stereo not given)
-0.04,-0.97,-15,CSc1nc(Oc2cccc(C(F)(F)F)c2)cc(C(F)(F)F)n1
1.4,1.4,-21,CC(C)NC(=O)c1c2c(nc3ccccc13)CCCC2
.,.,-21,Cc1ccccc1OCC(=O)NC(=S)Nc1ccc(N2CCCC2)cc1
-1.9,-0.95,-13,CC(CN1CCOCC1)OC(=O)c1ccc2c(c1)OCCO2 (stereo not given)
0.5,0.28,0,O=C(CN1CCN(Cc2ccccc2Cl)C1=O)NC1CCCCCC1
-0.71,-0.25,-18,COc1ccc(N(C(=O)Cn2nnc3ccccc32)C2(C(=O)NC3CCCC3)CCCCC2)cc1
1.3,1.5,-52,Cc1cc(C(=O)OCC(=O)Nc2cc(S(=O)(=O)N3CCOCC3)ccc2Cl)c(C)o1
0.74,0.23,-43,COc1ccc2sc(SCCCS(=O)(=O)O)[n+](CCCS(=O)(=O)[O-])c2c1
-0.84,-0.95,43,C/C(=N\NC(=O)Cc1cccc2ccccc12)c1ccncc1
.,.,-29,COc1cc(Cl)ccc1NC(=S)N(CCN1CCOCC1)C1CCN(C(C)=O)CC1
-0.22,-0.27,44,CCCCC(=O)Nc1ccc(C(=O)Nc2cc(C(F)(F)F)ccc2Cl)cc1
3.1,3,44,O=C(O)c1ccc(F)c(S(=O)(=O)Nc2ccccc2Cl)c1
-0.01,0.9,19,O=C(Nc1nnc(C2CC2)s1)c1cc(S(=O)(=O)N2CCN(c3ccccc3)CC2)ccc1Cl
-0.19,-0.94,-147,O=C(NCCCN1CCOCC1)c1ccccc1-c1ccccc1
-0.2,-0.47,-27,Cc1csc(C(C#N)C(=O)c2cc3ccccc3o2)n1 (stereo not given)
-0.88,-0.75,.,O=C(OCc1nnc(-c2ccccc2)o1)c1cc(=O)c2ccccc2o1
0.27,-0.55,-353,Cc1ccccc1NS(=O)(=O)c1ccc(C2CNC(=O)C2)cc1 (stereo not given)
.,.,71*,COc1ccc(NC(C)=O)cc1C
.,.,6,CCC(CC)N=C1NS(=O)(=O)c2cc([N+](=O)[O-])ccc21
-1.2,-0.48,3,COc1cccc(/C=N/NC(=O)c2nc(-c3ccccc3)cc(-c3ccccc3)n2)c1
0.02,-0.4,-91,COC(=O)c1ccc(C(=O)OC)c(NS(C)(=O)=O)c1
-0.87,-1.1,43,O=c1cc(N2CCN(c3ccccc3)CC2)[nH]c(=O)n1C1CCCCC1
0.36,0.91,.,Cc1cccc(NC(=O)CN2C(=O)COc3ccc(Cl)cc32)c1C
-0.43,-0.71,22,Cc1ccc(NC(=O)C2CCN(S(=O)(=O)c3cccs3)CC2)cc1C
1.4,0.76,-18,COCCCNC(CC(=O)Nc1ccc(OC)cc1OC)C(=O)O (stereo not given)
1.4,0.99,22,COc1ccc(C)cc1S(=O)(=O)Nc1cccnc1
0.63,-0.21,52,CCOc1ccc(C(NC(=O)/C=C/c2ccco2)c2ccc(OC)c(OC)c2)cc1 (stereo not given)
-0.87,-1.5,-13,COc1cc(OC)cc(-c2nnc(Sc3ccc(C=O)cc3[N+](=O)[O-])o2)c1
.,.,0,Cc1cc(N/C(=N/S(=O)(=O)c2ccc(F)cc2)c2ccccc2)n(-c2ccccc2)n1
-0.83,-0.23,21,O=C(CSCc1cccc(Br)c1)N/N=C/c1ccc2c(c1)OCO2
-1.7,0.04,-53,OC1(c2ccc3ccccc3c2)CCN(Cc2ccccc2)C1 (stereo not given)
.,.,-18,Cc1ccc(C(=O)NC(=S)NCc2cccnc2)cc1C
-0.8,-0.22,-41,COc1ccc2nc(NC(=O)C3CCCN(S(=O)(=O)c4cccc5nonc45)C3)sc2c1 (stereo not given)
-0.99,-0.5,18,O=C(c1ccc2c(c1)OCCO2)C1CCN(S(=O)(=O)c2ccc(F)cc2)CC1
.,.,50,Cc1ccc(NC(=O)COC(=O)C2CC(=O)N(Cc3ccccc3)C2)cc1F (stereo not given)
0.1,-0.45,.,O=C(NCCN1CCCC1)c1ccc2c(c1)N(Cc1ccc(F)cc1)C(=O)c1ccccc1S2=O (stereo not given)
0.49,-0.1,21,C=C(C)c1cccc(C(C)(C)NC(=O)N2CCOCC2)c1
0.93,0.7,4,CCC(C)(C)n1nnnc1C(c1ccc(C)cc1)N(Cc1ccco1)Cc1cccs1 (stereo not given)
-0.2,-0.66,-10,COCCCN1C(=O)C(=O)/C(=C(/O)c2ccc(OC)cc2)C1c1cccc(OC)c1 (stereo not given)
-0.19,0.12,-14,CCOc1cc(/C=N/NC(=O)c2ccc(CN3CCOCC3)cc2)ccc1OCc1ccccc1
0.23,0.04,-31,Cc1cc(C)c(C#N)c(SCC(=O)N2CCCCC2)n1
.,.,-17,COc1ccc(-c2ccc(CCC(=O)O)n2CC2CCCO2)cc1 (stereo not given)
0.23,0,10,O=C(COC(=O)c1cc(-c2ccncc2)nc2ccccc12)Nc1ccc2c(c1)OCO2
-0.69,-0.47,.,COc1cccc(C2C3=C(CC(C)(C)CC3=O)Nc3cc4c(cc32)OCO4)c1 (stereo not given)
-1.2,0.21,28,C/C(=N\NC(=S)Nc1c(C)cccc1C)c1cc2ccccc2o1
-0.49,-0.71,-162,CCCN(C(=O)c1ccco1)c1nnc(-c2ccncc2)s1
0.15,-0.2,-81,CCN1CCN(C(=O)c2sc3nc(C)nc(N4CCC(C)CC4)c3c2C)CC1
-1.8,-0.54,.,O=S1(=O)N=C(Nc2ccc(S(=O)(=O)N3CCCCC3)cc2)c2ccccc21
-0.65,0.46,.,Cc1noc(/C=C/c2ccco2)c1S(=O)(=O)N1CCC(C(=O)N2c3ccccc3CC2C)CC1 (stereo not given)

Part of the list above, bar-delimited.
structure | SDO1 yeast rescue | SDO1 yeast rescue Rescue 24 h | INS promoter inh
O=C(c1ccc2c(c1)OCCO2)C1CCN(S(=O)(=O)c2ccc(F)cc2)CC1 | -0.99 | -0.5 | 18
Cc1ccc(NC(=O)COC(=O)C2CC(=O)N(Cc3ccccc3)C2)cc1F (stereo not given) | . | . | 50
O=C(NCCN1CCCC1)c1ccc2c(c1)N(Cc1ccc(F)cc1)C(=O)c1ccccc1S2=O (stereo not given) | 0.1 | -0.45 | .
C=C(C)c1cccc(C(C)(C)NC(=O)N2CCOCC2)c1 | 0.49 | -0.1 | 21
CCC(C)(C)n1nnnc1C(c1ccc(C)cc1)N(Cc1ccco1)Cc1cccs1 (stereo not given) | 0.93 | 0.7 | 4
COCCCN1C(=O)C(=O)/C(=C(/O)c2ccc(OC)cc2)C1c1cccc(OC)c1 (stereo not given) | -0.2 | -0.66 | -10
CCOc1cc(/C=N/NC(=O)c2ccc(CN3CCOCC3)cc2)ccc1OCc1ccccc1 | -0.19 | 0.12 | -14
Cc1cc(C)c(C#N)c(SCC(=O)N2CCCCC2)n1 | 0.23 | 0.04 | -31
COc1ccc(-c2ccc(CCC(=O)O)n2CC2CCCO2)cc1 (stereo not given) | . | . | -17
O=C(COC(=O)c1cc(-c2ccncc2)nc2ccccc12)Nc1ccc2c(c1)OCO2 | 0.23 | 0 | 10
COc1cccc(C2C3=C(CC(C)(C)CC3=O)Nc3cc4c(cc32)OCO4)c1 (stereo not given) | -0.69 | -0.47 | .
C/C(=N\NC(=S)Nc1c(C)cccc1C)c1cc2ccccc2o1 | -1.2 | 0.21 | 28
CCCN(C(=O)c1ccco1)c1nnc(-c2ccncc2)s1 | -0.49 | -0.71 | -162
CCN1CCN(C(=O)c2sc3nc(C)nc(N4CCC(C)CC4)c3c2C)CC1 | 0.15 | -0.2 | -81
O=S1(=O)N=C(Nc2ccc(S(=O)(=O)N3CCCCC3)cc2)c2ccccc21 | -1.8 | -0.54 | .
Cc1noc(/C=C/c2ccco2)c1S(=O)(=O)N1CCC(C(=O)N2c3ccccc3CC2C)CC1 (stereo not given) | -0.65 | 0.46 | .

Next part
SDO1 yeast rescue,SDO1 yeast rescue Rescue 24 h,INS promoter inh,Structure
1.2,2.4,11,Cc1nc2scc(-c3ccco3)c2c(=O)n1/N=C/N(C)C
-0.1,-0.15,-31,Cn1c(SCC(=O)Nc2ccccc2)nc(O)cc1=O
1.5,1.3,.,COc1cccc(C(C(=O)NC(C)(C)C)N(C(=O)CCC(=O)Nc2cc(C)on2)C2CC2)c1OC (stereo not given)
1,1.8,5,NC(N)=NC(N)=NCCc1ccccc1
-0.3,-0.74,-26,COc1ccc(S(=O)(=O)c2ccc(OC)cc2)cc1

Source: PubChem BioAssay (several laboratories)
